Assay outcomes from PubChem.
FBW7 act: activators of human E3 ligase FBW7; Q969H0; AlphaScreen FBW7–phospho-cyclin E peptide binding, activator screen; normalized activity (activation), % at 26.1 µM; 650,000 tested, 0.13% active; AID 1259310; in the data active = normalized activity above about 1.9%;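 also: purified mutant Fbw7 with reduced substrate affinity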
TEAD-YAP inh: TEAD-YAP interaction inhibition; 640,000 tested, 1.4% active; inhibition, % at 9.12 µM; HEK-TIYL cells, TEAD-Gal4/YAP UAS-luciferase luminescence; AID 1259422; in the data active = inhibition above about 32%;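 also: 0% = median of test compound wells and 100% = reference inhibitor wells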
MITF primary: human MITF inhibition, primary screen | O75030 | inhibition, % at 2.6 µM | AlphaScreen MITF homodimerization, bead proximity signal | 650,000 tested, 0.91% active; in the data active = inhibition above about 50%;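 also: 0% = vehicle wells with protein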
Target sequence (O75030 whole entry, looked up): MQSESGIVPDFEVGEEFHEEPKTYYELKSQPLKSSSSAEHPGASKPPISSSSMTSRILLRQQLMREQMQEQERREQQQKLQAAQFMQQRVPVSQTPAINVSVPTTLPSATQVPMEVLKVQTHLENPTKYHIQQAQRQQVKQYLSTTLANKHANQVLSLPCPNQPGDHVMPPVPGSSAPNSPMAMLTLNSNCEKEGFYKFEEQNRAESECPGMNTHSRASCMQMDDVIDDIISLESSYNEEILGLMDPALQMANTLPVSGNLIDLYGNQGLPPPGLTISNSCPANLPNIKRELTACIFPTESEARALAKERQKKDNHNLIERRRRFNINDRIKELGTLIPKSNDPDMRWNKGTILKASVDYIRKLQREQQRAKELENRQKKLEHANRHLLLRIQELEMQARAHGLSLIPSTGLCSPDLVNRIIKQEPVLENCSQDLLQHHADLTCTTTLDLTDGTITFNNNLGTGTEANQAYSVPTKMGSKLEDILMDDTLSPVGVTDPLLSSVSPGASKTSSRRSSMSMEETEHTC
GPR151 ag: activates the human receptor GPR151 | Q8TDV0 | PathHunter beta-arrestin GPR151 cells, luminescence | activation, % at 11.2 µM | 650,000 tested, 1% active; in the data active = activation above about 4.9%;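 also: 0% = median of compound wells and 100% = cells with positive control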
Target sequence (Q8TDV0 whole entry, looked up): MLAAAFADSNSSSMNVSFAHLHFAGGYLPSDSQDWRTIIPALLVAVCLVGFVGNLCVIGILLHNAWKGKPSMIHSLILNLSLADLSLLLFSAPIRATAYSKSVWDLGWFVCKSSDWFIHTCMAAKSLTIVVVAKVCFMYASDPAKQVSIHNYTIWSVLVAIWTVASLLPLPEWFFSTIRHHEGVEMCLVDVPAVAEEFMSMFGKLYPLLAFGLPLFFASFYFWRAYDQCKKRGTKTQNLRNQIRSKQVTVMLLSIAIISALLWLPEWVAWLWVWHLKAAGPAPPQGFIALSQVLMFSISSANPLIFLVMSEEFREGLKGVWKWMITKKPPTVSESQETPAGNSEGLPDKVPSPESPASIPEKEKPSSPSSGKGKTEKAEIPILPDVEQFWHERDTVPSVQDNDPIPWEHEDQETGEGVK
The depositor's hits bear a star; . = not tested or not shown.

SMILES	FBW7 act	TEAD-YAP inh	MITF primary	GPR151 ag
CCN(CC)C(=O)COc1ccc(Cl)c(C)c1	-0.1	-21	-11	2.4
Nc1nnc(SCC(=O)N2CCN(Cc3ccccc3)CC2)s1	0.2	13	9	1.4
O=C(c1cccs1)N1CCN(c2ccc([N+](=O)[O-])cc2F)CC1	0.1	-1	62*	-0.9
Cc1nnc(SCC(=O)Nc2ccc(Cl)c(Cl)c2)s1	-0.1	18	10	-0.2
O=C(CCC(=O)N1CCOCC1)Nc1nc(-c2cc3ccccc3oc2=O)cs1	0.1	-4	4	1.4
CCOC(=O)C1=C(C)NC(C)=C(C(=O)OCC)C1c1ccc(-c2ccc(Cl)cc2)o1	-0.1	0	-9	0.3
CN(C)c1ccc(C(=O)OCC(=O)c2ccc[nH]2)cc1	0.0	-56	3	-1.3
CCCOc1ccccc1C1C(C(=O)OCCc2ccccc2)=C(C)NC2=C1C(=O)CC(C)(C)C2 (stereo unspecified)	0.1	-11	4	0.8
CC(C#N)OC(=O)/C=C/c1ccc(Cl)c(Cl)c1 (stereo unspecified)	0.0	-2	-10	0.0
CCCc1cc(=O)oc2c(C)c(OS(C)(=O)=O)ccc12	0.0	-6	19	-1.2
Cc1cc(C)c2[nH]c(O)c(N=O)c2c1	0.0	-5	-3	2.1
COc1ccc(C)cc1NC(=O)c1oc(C)nc1C	0.0	2	9	1.6

Single records, as listed above. Screens in order: FBW7 act, TEAD-YAP inh, MITF primary, GPR151 ag
Listed for `CCOC(=O)C1=C(C)NC(C)=C(C(=O)OCC)C1c1ccc(-c2ccc(Cl)cc2)o1` → -0.1, 0, -9, 0.3
Listed for `Cc1cc(C)c2[nH]c(O)c(N=O)c2c1` → 0.0, -5, -3, 2.1
Listed for `CCCc1cc(=O)oc2c(C)c(OS(C)(=O)=O)ccc12` → 0.0, -6, 19, -1.2
Listed for `CCN(CC)C(=O)COc1ccc(Cl)c(C)c1` → -0.1, -21, -11, 2.4

The listing continues:
SMILES	FBW7 act	TEAD-YAP inh	MITF primary	GPR151 ag
Cc1ccc(Cn2c(C(=O)O)c(CNCCc3c[nH]c4ccccc34)c3ccccc32)cc1	-0.1	0	-14	0.2
NC(=O)NC(=O)Nc1ccc(Cl)cc1	0.1	-5	16	-0.8
Clc1ccc(-c2nnc(-c3ccc(-c4ccccc4)cc3)o2)cc1	0.0	6	-4	-1.0
CCOC(=O)c1ccc(NC(=O)C(C)N2C(=O)c3cccc4cccc2c34)cc1 (stereo unspecified)	0.1	-14	-17	3.0
CN(C)CCN(C)C(=O)c1ccc(-c2ccco2)nc1N(C)C	0.0	-3	-11	0.4
Cc1ccc(OCC2COS(=O)O2)cc1 (stereo unspecified)	-0.1	-11	9	0.3
CN=C1S/C(=C/c2cc3c(cc2[N+](=O)[O-])OCO3)C(=O)N1C	0.0	-5	-11	0.1
CC(=O)c1ccc(OCC(=O)NCC2CCC3(CCN(C(=O)CC(C)C)CC3)O2)cc1 (stereo unspecified)	0.1	-23	-6	-0.1
CCN(CC)S(=O)(=O)c1ccc(N/N=C/c2ccc([N+](=O)[O-])o2)nc1	0.1	-2	-5	0.9
COc1ccc(C2=NN(C(=O)CSc3nnc(CNC(=O)c4cccc(OC)c4)n3C)C(c3ccc(F)cc3)C2)cc1 (stereo unspecified)	-0.1	0	-6	2.8
O=C(CSc1ccsc1[N+](=O)[O-])N1CCN(Cc2ccc3c(c2)OCO3)CC1	0.0	1	19	0.7
Cc1ccc(OCC(=O)Nc2cc(C)c(C)cc2O)cc1	-0.3	-7	0	-0.2
COc1cc(C2C(=O)N(C3CCCCC3)CC(=O)N2C2CCCc3ccccc32)ccc1OC(C)C (stereo unspecified)	-0.3	5	8	0.2
O=C(CSc1nnc(-c2ccccc2)c(-c2ccccc2)n1)NCCC1=CCCCC1	-0.2	-2	8	0.1
COC(=O)c1cc(=O)n2[nH]cnc2n1	-0.2	-4	-8	-0.1
Cc1cc(NC(=O)C23CC4CC(CC(C4)C2)C3)c2ccccc2n1	-0.3	4	2	0.0
N#CCCN(C(=S)Nc1ccc(S(=O)(=O)N2CCOCC2)cc1)c1ccccc1F	-0.1	3	2	0.8
CCCCC[C@H](O)/C=C/C=C\C/C=C\CCCCCCC(=O)O	.	.	3	-0.3
Cc1cc(C(=O)OCC(=O)c2ccccc2)c2ccccc2n1	0.6	-8	-9	0.2
Cc1ccc(-c2nc3ncccc3o2)cc1NC(=O)c1ccc(C(C)(C)C)cc1	0.0	9	10	-0.9
O=C(CSc1nc2ccccc2[nH]1)Nc1cc(Cl)ccc1O	0.0	33*	-8	-0.1
CCn1c(SCC(=O)Nc2nc(C)c(C)s2)nnc1-c1ccncc1	0.0	0	-2	0.2
CCOC(=O)C(C(=O)Nc1cccc(C(F)(F)F)c1)C1CCCCC1 (stereo unspecified)	0.1	9	-5	0.0
COc1ccc2cc(CN(CC3CCCO3)C(=O)Nc3ccccc3OC)c(=O)[nH]c2c1 (stereo unspecified)	-0.1	54*	2	-1.1
Cc1nccn1CCCNCc1ccc(OCC(O)CN2CCCCC2)cc1 (stereo unspecified)	-0.1	2	-13	3.0
CCc1ccc2oc(-c3ccc(NC(=O)c4cc(OC)cc(OC)c4)cc3)nc2c1	-0.1	5	4	0.5
O=C(COC(=O)c1ccc2nc(-c3ccccc3)c(-c3ccccc3)nc2c1)c1ccccc1	-0.1	2	-8	1.4
COc1ccc(CNC(=O)CCc2c(C)nc3c4c(C)cc(C)nc4nn3c2C)cc1	-0.2	-4	1	0.4
O=C(Nc1cc(Cl)ccc1O)c1ccc([N+](=O)[O-])cc1	-0.1	-15	8	0.5
CCC(C)NCCCOc1ccc(C(=O)OC)cc1 (stereo unspecified)	-0.1	14	0	1.5
O=C(Nc1ccc(I)cc1)C1C2CCCC1C2c1ccccc1 (stereo unspecified)	0.1	-2	-4	-0.9
CN1C(=O)[C@H]2CN(C(=O)NCc3ccccc3)CCN2C(=O)[C@@H]1Cc1ccccc1	0.6	3	80*	0.0
CCOC(=O)C1=C(C)N=c2s/c(=C\c3ccc(Cl)cc3)c(=O)n2C1c1ccc(OCC)c(OCC)c1 (stereo unspecified)	-0.1	-8	7	1.5
CCCCNCCOc1ccc(C)cc1C	0.1	-5	8	-1.9
COC(=O)c1c(NC(=O)/C=C\C(=O)O)sc(Cc2ccccc2)c1C	-0.2	32*	-5	-0.4
Cc1cc(C(=O)COC(=O)c2cccc(Br)c2)c(C)n1CC1CCCO1 (stereo unspecified)	-0.2	-4	2	-4.4

Compounds from the list above containing a cyano group (two):
SMILES	FBW7 act	TEAD-YAP inh	MITF primary	GPR151 ag
CC(C#N)OC(=O)/C=C/c1ccc(Cl)c(Cl)c1 (stereo unspecified)	0.0	-2	-10	0.0
N#CCCN(C(=S)Nc1ccc(S(=O)(=O)N2CCOCC2)cc1)c1ccccc1F	-0.1	3	2	0.8

(more compounds)
SMILES	FBW7 act	TEAD-YAP inh	MITF primary	GPR151 ag
CC(C)(C)c1ccc(C(CC(=O)O)NC(=O)Cc2ccccc2)cc1 (stereo unspecified)	0.1	4	5	0.2
COc1ccc(-c2noc(CCC(=O)NCC3CCN(Cc4cccc(C)c4)CC3)n2)cc1	0.0	10	-5	-0.4
CCC1(C)N=C(c2ccccc2)C(=S)N1 (stereo unspecified)	0.2	-28	17	0.8
C=CCn1c(SCC(=O)Nc2cccc(Br)c2)nnc1-c1cccnc1	-0.1	6	-3	1.2
Cc1ccc2c(CN3C(=O)NC(C)(c4ccc5c(c4)OCO5)C3=O)cc(=O)oc2c1 (stereo unspecified)	-0.1	-2	0	-3.0
CCCC(=O)NS(=O)(=O)c1ccc(N=NN(C)C)cc1	-0.1	4	-1	1.2
CCOC(=O)c1c(NC(=O)CSc2nnc(CNC(=O)c3ccc(OC)c(OC)c3)n2C)sc2c1CCC2	0.0	19	-2	1.0
Cc1nc(SCC(=O)Nc2ccc(Cl)c(C(F)(F)F)c2)c2c3c(sc2n1)CCC3	0.2	6	19	-0.2
COC(=O)c1ccc2c(=O)n(Cc3ccco3)c(SCC(=O)Nc3cc(C)[nH]n3)nc2c1	0.6	15	21	2.5
O=CNc1ccc(OC(=O)c2cncc(Br)c2)cc1	0.0	4	13	0.0
O=C(N/N=C/c1ccc(F)cc1)c1cc2sccc2[nH]1	0.1	49*	17	-0.7
Cc1ccc(-c2c(C#N)c(N)nc3c2CCCCC3)cc1	0.1	-3	1	1.4
CC(C)OCCCNC(=O)CN1C(=O)/C(=C\c2ccc(Cl)cc2)Sc2ccccc21	0.0	-7	-3	0.0
CCOC(=O)N1CCN(C(=O)C(C)N(c2ccccc2)S(C)(=O)=O)CC1 (stereo unspecified)	0.2	-4	14	1.4
CCN(CC)S(=O)(=O)c1ccc(OC)c(NC(=O)c2cc(-c3ccccc3)nc3ccccc23)c1	0.1	-1	10	-0.6
Cc1cc(C)nc(NS(=O)(=O)c2ccc(N3C(=O)Nc4ccccc4N3O)cc2)n1	0.2	-9	3	-0.9
O=C(c1ccc(F)cc1)N1CCN2C(=O)[C@@H]3C[C@@H](O)CN3C(=O)[C@H]2C1	-0.1	-10	-13	0.8
O=c1[nH]c2ccccc2n1-c1ccnc(Nc2ccc(N3CCOCC3)cc2)c1	-0.3	-24	9	1.2
O=C(NCc1cccc(OC(F)(F)F)c1)c1cn2ccsc2n1	0.1	-6	8	0.3
CCCCOc1ccc(C(=O)Nc2sc(C)c(CC)c2C(N)=O)cc1	-0.1	-1	-1	-0.5
CC(C)c1ccccc1OCC(=O)NNC(=O)c1cccc(O)c1	0.0	-1	8	-0.4
O=C(CN1C(=O)C2CCC(c3ccccc3)CC2C1=O)Nc1cccc2ccccc12 (stereo unspecified)	-0.1	4	5	-0.4
O=C(Cn1ncc2cccn2c1=O)OCC(F)(F)F	0.1	-7	-1	-0.3
CCOc1nc(NCCO)nc(Nc2ccc(I)cc2C)n1	0.0	-1	7	1.1
COc1ccc([N+](=O)[O-])cc1NC(=O)c1cc(-c2cccnc2)nc2ccc(C)cc12	0.0	6	-2	-1.6
O=C(CCN1C(=O)C2C3C=CC(C3)C2C1=O)NCCN1CCCc2ccccc21 (stereo unspecified)	0.1	0	15	-0.2
O=C(O)C1CCC(CN(Cc2ccc(Cl)cc2)C(=S)Nc2ccccc2Cl)CC1 (stereo unspecified)	0.1	6	5	-1.0
CCOC(=O)N1CCN(C(=S)Nc2cc(OC)c(OC)cc2C(=O)OC)CC1	-0.1	-6	3	1.0
Cc1cc(OCC(=O)Nc2ccc(C(=O)O)cc2)cc(C)c1Cl	0.0	-11	4	-1.2
COc1ccc(S(=O)(=O)c2cc3ccccc3oc2=O)cc1OC	-0.3	-6	-1	0.4
Cc1cc(CN(C)C(=O)c2ccc(OC3CCN(CCc4ccccc4)CC3)cc2)on1	-0.1	-3	3	0.5
Cc1nc2ccc([N+](=O)[O-])cc2c(=O)n1Cc1ccccc1F	0.1	3	9	-0.7
O=C(COc1ccc(I)cc1)Nc1ccc([N+](=O)[O-])cc1O	-0.1	-3	9	1.6
Oc1ccc(CCNc2nc(-c3csc4ccccc34)nc3nc[nH]c23)cc1	0.1	9	6	-0.4
O=C(CN1C(=O)CCC1=O)Nc1nc(-c2ccc(Br)cc2)cs1	-0.1	-14	1	0.3
COc1ccccc1CNC(=O)Cn1nnc2ccccc2c1=O	0.0	-46	5	-1.0
COc1ccc(S(=O)(=O)N2CCSC2c2ccc(OC)c([N+](=O)[O-])c2)cc1 (stereo unspecified)	-0.1	10	10	1.3
C=CCN1C(=O)/C(=C\c2ccc(OCC(=O)O)c(OCC)c2)C(=O)NC1=S	0.0	-11	-3	-0.6
Cc1ccc(C(c2nnnn2C(C)(C)C)N2CCOCC2)cc1 (stereo unspecified)	-0.2	11	1	-0.4
O=C(c1cc(-c2ccncc2)nc2ccccc12)N1CCN(c2cccc(Cl)c2)CC1	0.1	-3	11	1.5
CCOCC(=O)Nc1cccc(C(F)(F)F)c1	-0.2	11	-11	1.7
O=C(Nc1nnc(-c2ccc(Cl)cc2Cl)s1)c1ccccc1Br	-0.1	-7	1	1.3
C=CCOC(=O)C1=C(C)NC(=S)NC1c1ccc(C(=O)OC)cc1 (stereo unspecified)	0.0	36*	1	-1.1
CCOc1ccc(CC(=O)NC2CC(=O)N(c3cccc(OC)c3)C2)cc1 (stereo unspecified)	0.1	10	-2	2.7
Cc1ccc(-c2nnc(Nc3cccc(Br)c3)c3ccccc23)cc1S(=O)(=O)N1CCCCC1	-0.1	-1	4	-0.4

Nothing new here: 3 of the compounds above.
SMILES	FBW7 act	TEAD-YAP inh	MITF primary	GPR151 ag
CCN(CC)C(=O)COc1ccc(Cl)c(C)c1	-0.1	-21	-11	2.4
Nc1nnc(SCC(=O)N2CCN(Cc3ccccc3)CC2)s1	0.2	13	9	1.4
O=C(c1cccs1)N1CCN(c2ccc([N+](=O)[O-])cc2F)CC1	0.1	-1	62*	-0.9
